Source: PubChem
TAAR1 agonist = agonists of human TAAR1 | Q96RJ0 | AID 624467 | hit rate 0.99% among 360,000 | activation, % at 3 µM | CHO RD-HGA16 TAAR1, Fluo-8 calcium fluorescence; vehicle wells 0%, saturating PEA agonist 100%;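 active = activation above the mean activation of all test compounds in the run plus 3 SD, cut at about 38% in these data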
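test system = CHO RD-HGA16 cells carrying human TAAR1 plus Gα16 | schedule = 17-24 h seeding, 75 min 37 °C dye, 30 min RT | compound dosing = 3 µM single concentration | control set = DMSO and PEA EC100 | replicates = n 1 | signal = Fluo-8 fluorescence, 5 s baseline then 140 s kinetic read | measure = percent activation vs PEA EC100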
M5 antag = antagonists of human muscarinic M5 receptor (CHRM5) | P08912 | CHO-hM5 cells, Fluo-8 calcium fluorescence, ACh EC80 | inhibition, % at 3 µM | hit rate 0.59% among 360,000;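 active = inhibition above a per-plate cutoff, the mean of that plate's test compounds plus 3 SD, cut at about 27% in these data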;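 note: 0% = acetylcholine EC80 with DMSO and 100% = DMSO without agonist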
Target sequence (P08912 whole entry, looked up): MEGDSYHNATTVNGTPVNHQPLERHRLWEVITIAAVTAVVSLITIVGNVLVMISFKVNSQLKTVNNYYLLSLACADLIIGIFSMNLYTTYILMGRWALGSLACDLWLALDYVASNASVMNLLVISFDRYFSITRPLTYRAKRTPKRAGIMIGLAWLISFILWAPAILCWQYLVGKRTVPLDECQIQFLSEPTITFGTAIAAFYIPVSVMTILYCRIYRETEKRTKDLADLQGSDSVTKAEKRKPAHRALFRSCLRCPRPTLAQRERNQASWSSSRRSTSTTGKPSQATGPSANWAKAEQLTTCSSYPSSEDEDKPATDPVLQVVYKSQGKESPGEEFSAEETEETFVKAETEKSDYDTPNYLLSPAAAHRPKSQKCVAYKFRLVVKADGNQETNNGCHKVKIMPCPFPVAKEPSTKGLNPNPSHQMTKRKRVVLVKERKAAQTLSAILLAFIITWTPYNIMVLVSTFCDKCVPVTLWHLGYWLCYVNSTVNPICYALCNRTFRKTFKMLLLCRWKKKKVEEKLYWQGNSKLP
M5 PAM = CHRM5 positive allosteric modulation. CHO-K1 hM5, Fluo-8 calcium, ACh EC20 PAM; 0% = ACh EC20, 100% = ACh EC100. P08912. activation, % at 3 µM. AID 624038. hit rate 0.3% among 360,000;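 active = activation above the run cutoff, the mean activation of all test compounds plus 3 SD, cut at about 18% in these data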
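System: CHO-K1 hM5 cells. Reagent: acetylcholine, EC20 level. Compound dosing: single dose, 3 µM nominal final test concentration. Timing: Post-acetylcholine fluorescence recording 140 s. Detection: Fluo-8 calcium fluorescence. Read-out: % activation, ACh-normalized. Benchmarks: ACh EC20 and EC100 wells. Repeats: singlicate, one well per test compound.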
CRFR2-BP ag = CRF-BP/CRF-R2 complex agonism. AID 588473. hit rate 0.46% among 350,000. activation, % at 13.2 µM. HEK293 CRF-R2/CRF-BP, calcium dye fluorescence (FLIPR); percent of saturating CRF peptide response;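 active = activation of at least 50%, plus an integration ratio under a set limit after plate pattern correction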;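 note: plate controls were neutral control wells without compound for no effect and CRF at EC100 for full effect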
CHRM5 agonist = agonists of human muscarinic M5 receptor (CHRM5); P08912; CHO-K1 hM5 cells, Fluo-8 calcium fluorescence; 0% DMSO wells, 100% maximal acetylcholine response; activation, % at 3 µM; hit rate 0.19% among 360,000; AID 624037;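 active = activation above the run's mean over test compounds plus 3 SD, cut at about 23% in these data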;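 note: signal is peak over basal fluorescence ratio across the kinetic read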
CRFBP-R2 block = antagonists of CRF-binding protein/CRF-R2 receptor complex | HEK293 CRF-R2/CRF-BP, CRF-induced calcium fluorescence | inhibition, % at 11.8 µM | hit rate 0.59% among 350,000 | AID 588475;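 active = inhibition of the ligand-induced calcium signal above about 50% at the single tested concentration, limit read from the data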
M1 PAM parental = counter-screen for M1 PAMs: effect in parental CHO-K1 cells. ATP EC20, Fluo-8 calcium fluorescence; 0% at ATP EC20, 100% at ATP max. activation, % at 3 µM. hit rate 0.02% among 360,000. AID 602247;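 active = activation above the run cutoff, the mean activation of all test compounds plus 3 SD, cut at about 40% in these data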;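 note: peak over basal fluorescence ratio in a 140 s read after ATP addition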
TAAR1 antag = human TAAR1 antagonism; Q96RJ0; CHO RD-HGA16 TAAR1, Fluo-8 calcium fluorescence, antagonist; inhibition, % at 3 µM; hit rate 1.5% among 360,000; AID 624466;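 active = inhibition above a per-plate cutoff, the mean inhibition of test compounds on that plate plus 3 SD, cut at about 49% in these data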;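 note: 0% = DMSO plus EC80 beta-PEA response and 100% = DMSO alone without agonist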
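Test system – hTAAR1-expressing CHO RD-HGA16 cells, Gα16-coupled · Also added – β-PEA at EC80 concentration, post-compound challenge · Compound – 3 µM, single point · Incubation – dye loading 75 min at 37 °C, then 30 min room temperature · Measured by – Fluo-8 intracellular calcium dye fluorescence, real-time kinetic reads · Benchmarks – vehicle and agonist controls · Replicates – singlicate, one well per test compound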
CHRM4 PAM = potentiates acetylcholine response at human M4 receptor. P08173. CHO-K1 hM4/Gqi5, Fluo-8 calcium fluorescence, ACh EC20; 0% = ACh EC20, 100% = maximal ACh. activation, % at 3 µM. hit rate 0.4% among 360,000;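 active = activation above its plate's cutoff, the mean activation of sample wells plus 3 SD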; note: some results filed as inactive read as strong as hits
Target sequence (P08173 whole entry, looked up): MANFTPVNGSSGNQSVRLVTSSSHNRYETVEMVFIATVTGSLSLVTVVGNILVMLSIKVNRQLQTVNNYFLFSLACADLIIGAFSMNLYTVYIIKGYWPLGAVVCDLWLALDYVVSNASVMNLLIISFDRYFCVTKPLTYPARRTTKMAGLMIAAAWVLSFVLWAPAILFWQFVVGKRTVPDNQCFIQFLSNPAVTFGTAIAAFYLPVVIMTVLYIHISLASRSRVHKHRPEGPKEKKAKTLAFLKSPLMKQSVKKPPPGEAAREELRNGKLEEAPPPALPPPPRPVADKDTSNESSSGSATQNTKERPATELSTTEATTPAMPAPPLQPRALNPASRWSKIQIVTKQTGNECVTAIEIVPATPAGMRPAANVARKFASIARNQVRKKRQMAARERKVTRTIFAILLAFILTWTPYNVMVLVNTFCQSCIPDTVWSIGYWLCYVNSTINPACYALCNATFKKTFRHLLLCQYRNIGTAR
Numbers without * were called inactive; . = no result given.

Compound	M5 PAM	CHRM5 agonist	CHRM4 PAM	TAAR1 agonist	M1 PAM parental	M5 antag	CRFR2-BP ag	CRFBP-R2 block	TAAR1 antag
O=C(Nc1cccc(S(=O)(=O)N2CCOCC2)c1)c1ccc(Cl)nc1	-19	4	0	10	-15	8	0.7	4	9
FC(F)(F)c1cccc(-c2noc(CN3CCOCC3)n2)c1	4	1	0	16	-5	-2	0.9	-2	9
Cc1cc(C)cc(-n2c(SCC(=O)NCc3ccc4c(c3)OCO4)nc3ccccc3c2=O)c1	-3	-3	-1	17	14	3	0.4	46	8
Cc1ccc(-c2nc(CS(=O)(=O)CC(=O)NC3CCCCC3C)c(C)o2)cc1 (centres undefined)	1	0	5	-2	13	-4	-2.9	17	-43
CCn1c(SCC(=O)Nc2ccc3c(c2)OCO3)nnc1-c1cnccn1	-5	0	10	4	-5	3	-1.5	5	3
COc1cc(/C=C2\SC(=S)N(C(Cc3ccccc3)C(=O)O)C2=O)ccc1O (centres undefined)	-12	19	-14	24	-8	10	30	-35	9
CCn1c(SCC(=O)Nc2ccccc2C)nc2nc3c(cc2c1=O)COC(C)(C)C3	0	-2	-9	3	1	6	-1.5	7	1
COc1ccc(OC)c(NC(=O)CSc2nncc3ccc(OC)c(OC)c23)c1	1	2	3	4	10	9	-0.2	-2	7
CCNCC(O)COCC(O)CNCC (centres undefined)	0	-1	-2	7	21	-1	-0.6	-7	-1
CN(C(=O)c1cccc(NC(=O)Cc2ccc(NC(=O)C3CCCN(C(=O)C4CCC4)C3)cc2)c1)C1CCCC1 (centres undefined)	2	-3	2	-1	-6	-2	-4.2	-3	-21

(continued)
Compound	M5 PAM	CHRM5 agonist	CHRM4 PAM	TAAR1 agonist	M1 PAM parental	M5 antag	CRFR2-BP ag	CRFBP-R2 block	TAAR1 antag
Cc1ccc(S(=O)(=O)NCCOc2nc(N(C)C)nc(N3CCOCC3)n2)cc1	1	-1	7	9	11	-4	0.3	-9	6
C=CCNc1ncnc2c1ncn2C1OC(CO)C(O)C1O (centres undefined)	-4	-1	2	-2	11	-4	-0.4	-6	9
CCn1c(=O)c2sccc2n2c(CCCC(=O)NCc3cccnc3)nnc12	9	-5	7	1	20	-23	1.2	21	-10
Cc1nn(-c2ccccc2)c(C)c1C(=O)OCC(=O)Nc1ccc(C(N)=O)cc1	-5	1	4	0	-9	0	-1.2	19	3
Cc1ccc(C)c(N2CCN(C(=O)c3ccc(Cn4c(=O)[nH]c5ccccc5c4=O)cc3)CC2)c1	2	1	-5	9	22	-2	-0.7	-19	14
O=C(NCCCN1CCOCC1)/C(=C/c1ccc(-c2cccc([N+](=O)[O-])c2)o1)NC(=O)c1ccccc1	1	1	3	1	27	-6	1.4	18	0
Cc1cccnc1C1=NOC(Cc2ccccc2)C(=O)N1Cc1ccccc1F (centres undefined)	-2	-1	1	-2	19	3	.	.	-16
O=C(CN1CCCCCC1)Nc1ccc([N+](=O)[O-])cc1Br	7	-3	-10	6	9	-11	0.3	-6	34
Cc1c(/C=N/NC(N)=O)c2ccccn2c1C(=O)c1ccncc1	-7	-2	19	2	-8	7	-5.7	0	-13
Cc1ccc(Nc2nc(CSc3nnc(-c4ccncc4)n3-c3ccccc3C)cs2)cc1	-9	-3	-12	4	24	0	-2.9	18	32

Further structures.
Compound	M5 PAM	CHRM5 agonist	CHRM4 PAM	TAAR1 agonist	M1 PAM parental	M5 antag	CRFR2-BP ag	CRFBP-R2 block	TAAR1 antag
CN1CCN(S(=O)(=O)c2ccc(Oc3ccc(Br)cc3F)nc2)CC1	0	3	6	6	16	-1	-0.3	0	-26
Cc1ccc(NC2Nc3cc(C)nn3S2)c(C)c1 (centres undefined)	2	1	1	13	-10	-1	-0.1	4	-29
CCOc1ccc(C(C)NC(=S)NCc2ccc(Cl)cc2)cc1 (centres undefined)	-8	14	-8	45*	5	-5	95*	-96	21
CCCCCn1c(N)c(-c2nc3ccccc3o2)c2c([N+](=O)[O-])nn(CC)c(=O)c21	-3	0	-3	7	-5	3	-1.0	10	9
COc1ccc(CN(C)CC(=O)Nc2ccccc2C(=O)NC2CC2)cc1OC	-3	2	-1	-3	-9	16	-1.6	1	11
CCOC(=O)CSc1ccc(S(=O)(=O)N(C)C2CCCCC2)cc1[N+](=O)[O-]	-9	-2	-7	3	-7	4	-1.5	-13	10
COc1cc(OC)nc(C(NC(=O)C2CCN(Cc3ccc(Oc4ccccc4)cc3)CC2)c2ccc(F)cc2)n1 (centres undefined)	-4	0	-4	-1	-10	7	.	.	-19
O=C(Nc1ccccc1[N+](=O)[O-])C1(c2ccccc2)CCOCC1	-1	-17	-1	4	16	-3	-2.0	-2	-12
CC(=O)c1csc(CS(=O)(=O)c2ccccn2)n1	20*	4	-11	1	10	26	1.6	-10	-11
CN1[C@@H](CC(=O)c2ccccc2)CCC[C@H]1C[C@H](O)c1ccccc1	-10	-1	-13	2	4	2	-0.3	5	-8

Later entries
Compound	M5 PAM	CHRM5 agonist	CHRM4 PAM	TAAR1 agonist	M1 PAM parental	M5 antag	CRFR2-BP ag	CRFBP-R2 block	TAAR1 antag
O=S(=O)(NC1C2CC3CC(C2)CC1C3)c1ccccc1 (centres undefined)	-6	-8	-3	0	-9	2	-1.6	-10	-10
O=C(Nc1ccccc1)c1cccc(S(=O)(=O)Oc2ccc([N+](=O)[O-])cc2)c1	-10	0	-8	7	5	-3	1.8	16	24
CC(OC(=O)CCNS(=O)(=O)c1cccs1)C(=O)Nc1ccc(S(N)(=O)=O)cc1 (centres undefined)	3	-4	6	0	-4	14	-0.6	-5	-2
Cc1ccc(C)c(N2CCN(S(=O)(=O)c3cccc4cccnc34)CC2)c1	-7	-3	-2	10	3	0	-2.6	16	22
CC(C)CCn1c(SCc2ccc(Cl)cc2)nc2c1c(=O)[nH]c(=O)n2C	-1	2	-1	0	17	-4	0.9	-46	11
COc1ccc(S(=O)(=O)Nc2cc3c4c(c2)CCN4C(=O)CC3)cc1OC	0	2	9	1	-5	10	0.5	3	-4
CCOc1cc2c(cc1OCC)C(C(=O)O)C(c1cc(OC)c(OC)c(OC)c1)N(C)C2=O (centres undefined)	-1	-6	2	6	19	-1	1.9	-2	-5
CC1(C)CC(=O)C2=C(C1)N(CCN1CCOCC1)C1=C(C(=O)CC(C)(C)C1)C2c1ccc(Cl)c([N+](=O)[O-])c1	6	-3	1	-1	6	7	-5.5	-15	1
Cn1c(=O)[nH]c2sc3c(c2c1=O)CC(C)(C)OC3	4	-2	12	11	11	0	-1.8	8	-4
O=C(CNCc1ccc(Cl)cc1)Nc1cccc(C(=O)O)c1	-1	-2	2	-1	16	6	-2.1	13	9

Further results
Compound	M5 PAM	CHRM5 agonist	CHRM4 PAM	TAAR1 agonist	M1 PAM parental	M5 antag	CRFR2-BP ag	CRFBP-R2 block	TAAR1 antag
Cc1c(NC(=O)c2ccc(Br)o2)cccc1C(=O)O	6	2	11	8	13	-9	2.7	-19	-16
CCc1cc2c(-c3ccccc3)cc(=O)oc2cc1OCC(=O)NCC1CCC(C(=O)O)CC1 (centres undefined)	-4	4	2	-1	12	4	-0.8	16	-8
CCOC(=O)c1c(NC(=O)COC(=O)Cc2n[nH]c(=O)c3ccccc23)sc(C(=O)NC)c1C	5	0	1	14	-20	-1	0.5	9	0
Cc1ccc(CCNC(=O)NC(C)(C)C)cc1	-8	-5	-2	3	10	-1	-0.8	8	-3
Cc1csc(NC(=O)/C=C/c2ccc3c(c2)OCO3)n1	-1	2	1	13	15	2	-4.5	0	-4
Cc1ccc(C(=O)Nc2c(C(=O)NCc3ccco3)cnn2-c2ccccc2)cc1	-5	0	5	0	14	6	-6.3	-21	1
O=c1oc2ccccc2c(O)c1Sc1c(O)c2ccccc2oc1=O	-5	2	-1	.	14	14	-1.4	19	.
CCCCOC(=O)Nc1nnc(CC)s1	-7	1	3	12	0	6	-2.0	-3	6
COc1ccccc1N1CCN(C(=O)C2CC2)CC1	7	3	2	1	15	-4	0.3	18	4
Cc1ccc(S(=O)(=O)N(C)C)cc1NC(=O)COc1ccc(-c2nnco2)cc1	1	0	5	3	21	6	-0.6	0	-15

Following part
Compound	M5 PAM	CHRM5 agonist	CHRM4 PAM	TAAR1 agonist	M1 PAM parental	M5 antag	CRFR2-BP ag	CRFBP-R2 block	TAAR1 antag
Cc1ccc(C)c(S(=O)(=O)N2CCN(C(=O)Cn3cnc4c3c(=O)n(C)c(=O)n4C)CC2)c1	-4	-3	14	6	15	21	-1.4	-2	-26
Cc1ccc(Nc2nc3ccccc3o2)cc1F	-5	-8	7	13	12	-8	-3.3	2	12
CC(=O)Nc1cnc(-c2ccc(O)cc2C)cn1	-2	3	0	2	8	0	.	.	-22
CC(C)[C@H](NC(=O)N1CC(=O)Nc2ccccc21)C(=O)N[C@H](C(=O)O)c1ccccc1	1	-5	3	0	19	0	2.7	1	-15
O=C(CN1CCN(c2ccc(F)cc2)CC1)N1N=CCC1c1ccccc1 (centres undefined)	0	4	1	9	5	-1	-1.7	17	-1
CC(=O)N1CCN(C(=O)c2cccc(S(=O)(=O)N3CCN(c4ccccc4)CC3)c2)CC1	2	2	11	4	9	-1	-0.2	3	6
COc1cccc(NC(=S)N(CCc2c(C)[nH]c3ccccc23)Cc2ccco2)c1	-2	-1	0	7	-5	-1	-0.8	0	-6
CC1(C)CC(=O)C2=C(C1)Nc1[nH]c(=S)[nH]c(=O)c1C2c1ccccc1 (centres undefined)	5	-1	11	1	11	0	-0.8	2	-14
C=CCc1ccc(OCCCN2CCCC(C)C2)c(OC)c1 (centres undefined)	-3	-6	-5	1	12	1	-1.6	4	-14
COc1cccc(/C=N/c2nc3ccccc3[nH]2)c1O	1	-2	3	6	3	-7	-0.5	-1	-16

The list goes on.
Compound	M5 PAM	CHRM5 agonist	CHRM4 PAM	TAAR1 agonist	M1 PAM parental	M5 antag	CRFR2-BP ag	CRFBP-R2 block	TAAR1 antag
CC1(C)CC(NC(=O)Nc2ccc([N+](=O)[O-])cc2)CC(C)(C)N1	-1	-1	-2	1	15	12	-2.1	-1	-4
CC(C)c1ccc(OCC(=O)NNC(=S)NC(=O)c2cccs2)c(Br)c1	-1	-1	2	0	21	-1	0.1	-3	-4
CCOc1ccc2[nH]c(=O)c(C(c3nnnn3C3CCCCC3)N3CCN(CC)CC3)cc2c1 (centres undefined)	1	-1	-1	9	20	-1	-1.6	-35	3
Cc1ccc(S(=O)(=O)NCC(=O)OCCOc2ccccc2F)cc1	-8	0	-4	4	16	5	0.8	4	10
CCOc1ccc(-n2c(O)cc(=O)[nH]c2=O)cc1	15	2	2	6	24	-6	1.7	19	-4
CCCCNC(=O)c1onc(CSc2ccccc2)c1C(=O)NCCCC	-20	2	-5	3	-11	13	1.0	5	4
Cc1cc(=O)oc2cc(OCC(=O)OCC(=O)N(C)C3CCS(=O)(=O)C3)ccc12 (centres undefined)	4	0	-3	0	12	-1	1.0	5	-20
